High-throughput results as filed in PubChem BioAssay.
S1P4 ag: S1P4 receptor agonists, primary screen, cell-based; S1P4-expressing cell line, agonist reporter assay; AID 1509, 2009; Sphingosine 1-phosphate receptor 4 (Homo sapiens), O95977; 220,000 compounds, 0.35% hits; activation, % at 4.98 µM; in the data active = activation above about 11%;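 also: 0% = DMSO vehicle and 100% = reference agonist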
CHOP inhibitor: inhibitors of CHOP promoter induction, primary screen, cell-based, unfolded protein response, luciferase reporter; inhibition, % at 10 µM; CHO-K1 CHOP-promoter luciferase, tunicamycin-induced, 15-18 h; 220,000 compounds, 3.8% hits;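 active = compounds that reduced the stress-induced luciferase reporter signal by more than about 70% of percent inhibition, limit read from the data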;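 also: 0% = tunicamycin plus vehicle and 100% = wells without tunicamycin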
NPY-Y1 PAM-ag: NPY-Y1 receptor potentiators or agonists, primary screen, cell-based; Neuropeptide Y receptor type 1 (Homo sapiens), P25929; NPY-Y1 expressing cells, potentiator/agonist activation; activation, % at 3.6 µM; 220,000 compounds, 0.37% hits; AID 1304, 2008; in the data active = activation above about 33%, passing the limit was not always enough;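 also: cells stimulated with NPY at EC10 then isoproterenol at EC100; 0% = low agonist plus stimulus and 100% = saturating agonist plus stimulus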
Target sequence (P25929 whole entry, looked up): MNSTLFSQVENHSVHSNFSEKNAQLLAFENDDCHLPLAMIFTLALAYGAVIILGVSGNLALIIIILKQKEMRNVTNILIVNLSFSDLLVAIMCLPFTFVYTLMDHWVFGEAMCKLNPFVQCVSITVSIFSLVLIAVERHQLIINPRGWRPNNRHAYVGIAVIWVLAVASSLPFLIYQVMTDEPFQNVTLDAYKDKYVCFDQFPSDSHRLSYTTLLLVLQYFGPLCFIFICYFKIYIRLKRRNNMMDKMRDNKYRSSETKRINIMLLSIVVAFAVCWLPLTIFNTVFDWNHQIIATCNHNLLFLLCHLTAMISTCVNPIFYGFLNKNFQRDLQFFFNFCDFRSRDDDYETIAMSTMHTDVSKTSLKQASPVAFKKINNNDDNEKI
NPY-Y1 antag: NPY-Y1 receptor antagonists, primary screen, cell-based; Neuropeptide Y receptor type 1 (Homo sapiens), P25929; HEK293-CNG Y1 cells, membrane potential fluorescence; NPY at EC95, then isoproterenol; inhibition, % at 3.6 µM; 200,000 compounds, 1% hits; AID 1040, 2008;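 active = inhibition above the campaign mean inhibition of all tested compounds plus 3 SD, cut at about 20% in these data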;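 also: 0% = DMSO wells given NPY plus isoproterenol and 100% = isoproterenol alone without NPY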
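Assay system: HEK293 Y1/CNG channel cell line; Doses: single compound dose of 3.6 µM, 0.4% DMSO; Timing: dye 3 h, compound 60 min room temperature, stimulation 45 min; Technique: Membrane-potential fluorescent dye readout; Measure: % inhibition of NPY effect.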
EP2 modulator: EP2 receptor modulators, cAMP readout, primary screen, cell-based, HTRF cAMP, PGE2 stimulation. Prostaglandin E2 receptor EP2 subtype (Homo sapiens), P43116. induction, % at 25 µM. EP2-expressing cells, cAMP HTRF FRET, PGE2 co-stimulation. 260,000 compounds, 0.83% hits;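 active = compounds whose cAMP rise, as percent of the full-agonist control response, exceeds 60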;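 also: rat C6 glioma line stably carrying human EP2 under a CMV promoter; the protocol text gives 20 µM as final concentration; 100% = response of wells given 1 µM PGE2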
Target sequence (P43116 whole entry, looked up): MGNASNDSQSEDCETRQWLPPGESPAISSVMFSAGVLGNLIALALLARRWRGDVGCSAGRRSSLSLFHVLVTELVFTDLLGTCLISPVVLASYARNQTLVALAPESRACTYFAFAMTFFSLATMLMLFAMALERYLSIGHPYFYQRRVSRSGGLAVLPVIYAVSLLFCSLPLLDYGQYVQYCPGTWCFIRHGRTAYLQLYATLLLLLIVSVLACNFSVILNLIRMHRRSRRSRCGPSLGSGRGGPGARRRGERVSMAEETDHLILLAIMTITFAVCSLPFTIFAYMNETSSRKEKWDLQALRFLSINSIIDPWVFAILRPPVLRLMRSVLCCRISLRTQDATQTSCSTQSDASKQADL
TRPML3 agonist: human TRPML3 channel agonists, primary screen, cell-based, HEK293 TRPML3-YFP, Fluo-8 calcium fluorescence, 3 µM; Mucolipin-3 (Homo sapiens), Q8TDD5; AID 1448, 2008; 100% = the carbachol control signal; 220,000 compounds, 0.29% hits; activation, % at 3 µM;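 active = activation above its plate's cutoff, the mean activation of the plate's test wells plus 3 SD, cut at about 12% in these data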;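 also: 0% = DMSO only wells and 100% = carbachol wells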
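Test system – HEK293 line with stable expression of human TRPML3-YFP channel · Control set – carbachol 87 µM final as high control (100%), DMSO as low control (0%) · Signal – Fluo-8 calcium dye fluorescence, ex 470-495, em 515-575 nm · Incubation – 1-h 37 °C dye load, 5-s basal, 120-s post-compound reads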
TRPN1 ag: zebrafish TRPN1 channel agonists, primary screen, cell-based, HEK293, calcium fluorescence | HEK293 zebrafish TRPN1-YFP, Fluo-8 calcium fluorescence; 100% = response to 87 µM carbachol | activation, % at 3 µM | transient receptor potential cation channel N1 (TRPN1/NompC), Danio rerio | AID 1424, 2008 | 220,000 compounds, 0.18% hits;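 active = activation above its plate's cutoff, the mean activation of test wells on that plate plus 3 SD, cut at about 19% in these data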;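 also: 0% = DMSO alone and 100% = 87 µM carbachol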
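Assay system: Zebrafish TRPN1-YFP in HEK293 cells | Incubation: Dye loading 1 h at 37 °C, then 30 min room temperature | Measured by: Kinetic Fluo-8 fluorescence, ex 470-495, em 515-575 nm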
NPY2 pot ag: NPY-Y2 potentiators or agonists, primary screen, cell-based | Neuropeptide Y receptor type 2 (Homo sapiens), P49146 | cells expressing NPY-Y2, potentiator/agonist read-out | activation, % at 3.6 µM | 220,000 compounds, 0.45% hits | AID 1359, 2008; in the data active = activation above about 27%;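 also: cells stimulated with NPY near EC25 plus isoproterenol at EC100; 0% = vehicle plus submaximal agonist and 100% = vehicle plus saturating agonist; some results beyond the cut were filed as inactive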
S1P4 antag: S1P4 receptor antagonists, primary screen, cell-based; S1P4-expressing cells, antagonist mode, reporter read-out; inhibition, % at 4.98 µM; 220,000 compounds, 0.26% hits; in the data active = inhibition above about 29%;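 also: 0% = wells stimulated with agonist and 100% = vehicle wells without agonist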
* = called active by the depositor; · = no result given; & = joins results of further samples.

Fields: EP2 modulator	CHOP inhibitor	NPY-Y1 PAM-ag	TRPML3 agonist	TRPN1 ag	NPY2 pot ag	S1P4 ag	S1P4 antag	NPY-Y1 antag
O=C(O)CCCC(=O)N1CCc2cc(S(=O)(=O)NCc3ccccc3)ccc21
  9	-2	12	-0.4	-1.8	-9	-0.6	-1	-3
Cc1ccc(S(=O)(=O)N2CCN(C(C)C)CC2)cc1
  14	-9	-4	0.8	-1.3	-10	-0.1	-8	2
Cc1onc(-c2ccccc2)c1C(=O)NC(CC(=O)O)c1ccc(OC(C)C)cc1 (configuration not stated)
  11	-4	-10	0.2	-0.1	-18	-0.8	-5	4
CCC1=NN2C(=N)/C(=C\c3cccn3-c3cccc(Cl)c3)C(=O)N=C2S1
  18	8	4	0.0	-0.1	-5	-0.1	-4	-2
COc1cccc(CN=C2Nc3ccccc3CS2)c1
  -15	-7	9	-0.2	-1.0	-1	2.0	-11	-3
CCC(=O)Nc1ccc(C(=O)N/N=C/c2ccccc2[N+](=O)[O-])cc1
  -22	-20	13	0.2	0.7	-19	1.2	-2	3
CNC(=O)c1nc(C)n(-c2cc(Cl)ccc2Cl)n1
  -11	12	-19	0.5	-0.2	-5	-3.8	12	3
CC(=NCCc1c(C)[nH]c2ccc(OCc3ccccc3)cc12)C1=C(O)CC(c2ccccc2)CC1=O (configuration not stated)
  13	42	7	0.7	1.0	-6	3.0	-9	-1
Cc1csc(NC(=O)CCn2c(=O)sc3ccccc32)n1
  4	18	-2	-0.3	-0.3	-5	1.8	-7	-6
O=C(CN(C(=O)c1cccc([N+](=O)[O-])c1)C1CCCCC1)Nc1ccc(Cl)c([N+](=O)[O-])c1
  -33	47	-17	0.8	-0.9	6	-1.1	-25	0
O=C(NCc1cccnc1)Nc1ccc(F)cc1F
  0	-12	-32	0.5	-0.2	-6	-1.0	-16	2
CC(C(=O)Nc1ccc2c(c1)OCO2)c1ccc([N+](=O)[O-])cc1 (configuration not stated)
  -35	5	-3	5.2	8.5	5	-1.7	-2	-3
CCOC(=O)c1c(NC(=O)CSc2nnc(C)c(=O)[nH]2)sc2c1CCC2
  26	20	-19	0.8	-0.6	-8	1.7	-10	5
CCSC(=S)c1c(C)[nH]n(-c2ccccc2)c1=O
  -61	10	2	2.6	5.5	5	-2.1	7	·
Cc1ccc(N2C(=O)N(CC(=O)Nc3ccc(C)c(C)c3[N+](=O)[O-])C(=O)C2C)cc1 (configuration not stated)
  7	46	-16	0.7	-0.2	-5	0.9	-6	-5
O=C(CSc1nc2ccccc2c(=O)n1-c1ccccc1)N1CCc2ccccc2C1
  -4	26	-16	0.8	-0.9	3	2.1	-19	-3
CC(C)NC(=O)COc1ccc2c(c1)C(=O)CC(C)(C)O2
  -9	2	22	1.2	0.9	9	-0.9	-17	-6
CCCCCCN(C(=O)CCCCCN1C(=O)NC(c2ccc(-c3ccccc3)cc2)C(C(=O)OCc2ccccc2)=C1C)C(C(=O)NCCCC)c1ccc(OCC(=O)OC)cc1 (configuration not stated)
  21	25	-24	0.2	0.6	-10	1.6	-15	1
COc1ccc(C2NC(=S)N3C(c4ccc(OC)cc4)NC(=S)N23)cc1 (configuration not stated)
  -14	20	25	0.5	-0.8	17	-1.2	-13	7
COc1cccc(CN2CCN(C(=O)c3cccc4ccccc34)CC2)c1OC
  -47	19	9	0.5	0.8	-7	0.5	-7	3
Cc1ccc(C)c(SCC(=O)NC(=O)Nc2ccc3c(c2)OCCO3)c1
  23	-24	-25	0.0	0.1	-16	-0.5	0	6
O=C(CN1C(=O)C(=O)c2ccccc21)NCCc1ccccc1
  -16	-2	3	1.3	0.5	-19	1.5	-4	4
CCCOc1ccc(C(C)=O)cc1CC(C(N)=O)C(N)=O
  12	-12	8	1.3	0.5	-12	-1.0	-6	2
COc1ccc(C2(C(=O)NC(C)C)CCCC2)cc1OC
  -5	19	-22	-0.1	0.4	-11	0.4	3	-2
O=C(c1ccccc1Oc1ccc(C(F)(F)F)cc1[N+](=O)[O-])N1CCOCC1
  9	21	-5	0.5	1.7	-5	-1.6	-4	5
CC1=CCC2C(=O)N(c3cc(C)on3)C(=O)C2C1 (configuration not stated)
  20	4	-26	0.8	-0.3	-14	-0.8	-10	0
O=C(Nc1nc(-c2ccccn2)cs1)c1ccc(S(=O)(=O)N2CCCCC2)cc1
  -18	·	14	5.7	6.2	7	-1.0	6	·
CCn1c(Cc2ccccc2)nnc1SCC(=O)Nc1nc(C)c(C)s1
  29	12	19	0.3	-0.1	16	-0.2	-1	-1
O=C(Nc1nccs1)C1(S(=O)(=O)c2ccc(Cl)cc2)CC1
  7	36	6	-0.4	-0.6	2	-0.9	-10	2
CCOc1ccc(NC(=O)Nc2cc(OCC(F)(F)F)cc(OCC(F)(F)F)c2)cc1
  3	73*	11	1.3	2.9	16	-2.4	90*	-5
Cc1ccc(S(=O)(=O)Nc2ccc3[nH]c(=O)[nH]c3c2)c(C)c1
  -16	27	7	0.2	0.6	-10	0.1	-6	-4
O=C(Nc1cccc(S(=O)(=O)NC2=NCCCCC2)c1)c1cc(-c2ccccc2Cl)nc2ccccc12
  16	-4	3	0.7	0.4	-3	3.5	-11	-2
O=C(CSc1ccccc1)NCCCN1CCOCC1
  14	33	7	0.3	1.6	-13	0.5	-5	4
Cc1ccccc1N(CC(=O)NCC1CCCO1)C(=O)C1(C)CC(=O)N=C2C=CC=CN21 (configuration not stated)
  32&18	-5	14	0.3	0.3	17	-2.5	2	4
Cc1ccc(N=Nc2ccc(O)c3ncccc23)cc1
  -11	31	-13	0.3	0.3	-2	-0.5	-12	-1
COc1cc([N+](=O)[O-])cc(/C=N/NC(=O)CSc2ccccn2)c1O
  1	13	2	-0.7	-1.5	-13	0.6	7	·
NC(=O)Cn1c(=O)n(Cc2ccco2)c(=O)c2c3c(sc21)CCCCC3
  31	9	16	-0.1	0.7	4	0.1	3	-1
OC1(c2ccc3c(c2)OCO3)CCN(Cc2ccccn2)CC1
  8&-11	16	-9	0.5	-0.6	-2	0.3	4	9
Cn1c(=O)c2c(n(C)c1=O)=NC1(CCCCC1)ON=2
  6	4	5	0.0	0.3	1	0.3	3	-1
Cc1ccc(OCCn2c(C)c(/C=N/n3cnnc3)c3ccccc32)cc1
  7	81*	-19	-0.4	0.8	-29	-2.9	1	3
O=C(Cn1nnc2ccccc21)OCc1ccccc1
  -5	16	-4	-0.1	-0.3	11	0.0	-21	-2
CCn1cc(C(=O)Nc2ccc(OC)c(S(=O)(=O)N3CCCCC3)c2)c(=O)c2ccc(C)nc21
  17	16	0	0.9	-1.6	14	0.4	-8	-1
CN1CCC(N(C)C(=O)Cc2ccccc2[N+](=O)[O-])CC1
  13	13	1	1.1	1.5	3	-0.2	-8	1
CSc1nc(NCC(C)C)nc(N2CCOCC2)n1
  28	-1	3	0.5	-0.9	-10	1.0	-32	-1
CC1CCN(c2c(NCC3CCC(C(=O)NCCCc4ccccc4)CC3)c(=O)c2=O)CC1 (configuration not stated)
  -8	12	-1	-0.1	-1.1	-2	0.5	3	·
Cc1ccc(S(=O)(=O)c2nc(NC3CCS(=O)(=O)C3)sc2Cl)cc1 (configuration not stated)
  -33	-17	15	0.4	0.1	-10	-3.2	-4	0
Cn1ncc(Cl)c1C(=O)Nc1cc(C(F)(F)F)ccc1F
  27	49	-23	-0.2	-0.7	3	-0.7	0	5
CN(C)c1nnnn1Cc1ccccc1
  22	24	-6	0.2	0.8	-4	0.9	-14	4
O=C(O)c1ccccc1N=Cc1c(O)n(-c2nccs2)c(=O)c2ccccc12
  -1	2	38	0.2	-1.0	36	-1.9	-12	·
COc1ccc(NC(=O)CSc2nnc(-c3ccoc3C)n2CC2CCCO2)cc1 (configuration not stated)
  6&25	-16	-11	-0.4	-1.1	2	-2.2	-7	5

More results follow.
Fields: EP2 modulator	CHOP inhibitor	NPY-Y1 PAM-ag	TRPML3 agonist	TRPN1 ag	NPY2 pot ag	S1P4 ag	S1P4 antag	NPY-Y1 antag
COc1ccc(-c2nnc(SCC(=O)NCc3ccco3)o2)cc1
  -17	-3	-6	0.3	1.2	11	-0.6	-6	0
Cc1ccc(-c2[nH]c3ccccc3c2SCCN)cc1
  -35	7	32	1.1	0.0	25	-1.1	23	·
CC(C)n1nnnc1C(c1ccc(F)cc1)N1CCN(C2CCCC2)CC1 (configuration not stated)
  11&-8	3	9	0.1	2.6	-10	-1.5	-2	6
CC(C)CCNC(=O)Cn1c(NCCC(C)C)nc2c1c(=O)n(C)c(=O)n2C
  ·	·	-12	0.9	0.1	4	-0.1	-17	60*
Cc1cccc(N2CC(C(=O)OCC(=O)c3ccc(OC(=O)c4cccs4)cc3)CC2=O)c1C (configuration not stated)
  -21	39	-19	-0.3	0.9	-14	-0.7	9	-6
CCn1c(SCC(=O)Nc2ccccc2-c2ccccc2)nnc1-c1ccoc1C
  5	31	-11	-0.4	-1.5	2	1.1	-21	-2
COC(=O)N(C)CCCC1(C)C(=O)N(C)c2ccc(O)cc21 (configuration not stated)
  5	11	21	-0.5	1.8	9	-0.4	-11	1
COc1ccccc1OCCNC(=O)Cc1ccc(Cl)c(Cl)c1
  -33	4	18	-0.3	-1.0	1	3.4	-16	5
COc1cccc(N(C(=O)c2ccn[nH]2)C2(C(=O)Nc3c(C)cccc3C)CCCCC2)c1
  16	8	-20	-0.6	0.3	-7	0.1	-28	-1
O=C(OC(C(=O)NCc1cccs1)c1ccc(F)cc1)c1ccco1 (configuration not stated)
  24	0	13	-0.9	-1.3	8	-0.6	0	0
O=C(O)CCNS(=O)(=O)c1ccccc1Br
  28	-20	11	1.1	-0.6	5	-0.9	-12	-1
Cc1ccc(Cl)c(NC(=O)CN2CCNC(=O)C2)c1Cl
  -2	-2	11	1.6	0.6	-3	0.3	5	6
COC(=O)c1ccc(NC(=O)COC(=O)c2cccc3c(=O)c(C)c(-c4ccccc4)oc23)cc1
  9	19	-19	0.6	2.0	1	0.8	-19	2
COc1ccc(C(=O)NCc2ccc(-n3cccc3)cc2)cc1OC
  -49	6	-21	-1.2	0.4	-5	0.9	-2	9
O=C(O)/C=C/C(=O)c1ccc2c(c1)NC(=O)CO2
  13	10	7	0.7	0.7	-10	1.3	-13	2
